FBW7 act – human FBW7 E3 ligase activation, primary screen; Q969H0; hit rate 0.13% among 650,000; AlphaScreen FBW7–phospho-cyclin E peptide binding, activator screen; AID 1259310; normalized activity (activation), % at 26.1 µM; in the data active means normalized activity above about 1.9%;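 further: purified mutant Fbw7 with reduced substrate affinity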
Target sequence (Q969H0 whole entry, looked up): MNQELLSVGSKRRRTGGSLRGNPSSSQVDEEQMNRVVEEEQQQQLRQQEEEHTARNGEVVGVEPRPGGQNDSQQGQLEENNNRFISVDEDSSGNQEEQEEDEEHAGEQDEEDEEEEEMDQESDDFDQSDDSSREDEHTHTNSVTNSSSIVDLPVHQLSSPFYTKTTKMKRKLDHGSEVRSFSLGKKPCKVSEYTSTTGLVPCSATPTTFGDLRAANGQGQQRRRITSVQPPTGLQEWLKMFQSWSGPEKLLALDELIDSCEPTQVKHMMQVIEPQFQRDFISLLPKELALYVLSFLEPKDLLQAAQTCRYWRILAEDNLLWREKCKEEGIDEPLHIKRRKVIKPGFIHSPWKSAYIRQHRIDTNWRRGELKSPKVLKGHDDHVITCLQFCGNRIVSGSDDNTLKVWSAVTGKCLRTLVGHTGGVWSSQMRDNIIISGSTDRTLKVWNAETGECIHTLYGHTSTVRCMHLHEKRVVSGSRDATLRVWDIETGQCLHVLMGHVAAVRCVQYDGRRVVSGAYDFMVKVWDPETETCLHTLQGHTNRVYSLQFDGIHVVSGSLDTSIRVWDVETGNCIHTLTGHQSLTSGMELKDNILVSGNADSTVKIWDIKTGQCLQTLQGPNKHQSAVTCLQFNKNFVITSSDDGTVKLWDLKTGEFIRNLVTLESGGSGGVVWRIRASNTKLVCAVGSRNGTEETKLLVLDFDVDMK
MITF inh – human MITF inhibition, primary screen | AlphaScreen MITF homodimerization, bead proximity signal | inhibition, % at 2.6 µM | hit rate 0.91% among 650,000 | O75030 | AID 1259374; in the data active means inhibition above about 50%;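 further: 0% = vehicle wells with protein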
GPR151 ag – human GPR151 activation; activation, % at 11.2 µM; hit rate 1% among 650,000; Q8TDV0; PathHunter beta-arrestin GPR151 cells, luminescence; in the data active means activation above about 4.9%;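 further: 0% = median of compound wells and 100% = cells with positive control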
Target sequence (Q8TDV0 whole entry, looked up): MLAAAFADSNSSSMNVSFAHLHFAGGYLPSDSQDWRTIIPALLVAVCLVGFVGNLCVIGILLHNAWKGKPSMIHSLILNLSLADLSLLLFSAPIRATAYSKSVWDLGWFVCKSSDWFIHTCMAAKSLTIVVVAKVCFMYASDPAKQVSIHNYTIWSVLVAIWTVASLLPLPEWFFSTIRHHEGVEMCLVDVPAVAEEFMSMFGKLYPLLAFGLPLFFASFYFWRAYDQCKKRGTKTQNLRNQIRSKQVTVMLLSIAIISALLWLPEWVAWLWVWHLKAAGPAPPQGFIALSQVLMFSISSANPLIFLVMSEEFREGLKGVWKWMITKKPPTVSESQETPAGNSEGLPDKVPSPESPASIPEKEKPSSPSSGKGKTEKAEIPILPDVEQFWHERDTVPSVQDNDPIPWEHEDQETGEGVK
TEAD-YAP block – TEAD-YAP interaction inhibition | hit rate 1.4% among 640,000 | inhibition, % at 9.12 µM | HEK-TIYL cells, TEAD-Gal4/YAP UAS-luciferase luminescence; in the data active means inhibition above about 32%;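 further: 0% = median of test compound wells and 100% = reference inhibitor wells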
Numbers without * were called inactive; & = joins results of further samples.

SMILES | FBW7 act | MITF inh | GPR151 ag | TEAD-YAP block
COc1ccc(OC)c(C2CC(=O)N3CN(c4ccccc4)CSC3=C2C#N)c1 (stereo unspecified) | 0.0 | 16 | 5.7* | 2
COc1ccc(C(=O)N2C3CCC2CC(O)(c2ccc(F)cc2)C3)cc1OC (stereo unspecified) | 0.0 | -5 | -0.6 | -4
Cc1cc(C)cc(N(CC(=O)Nc2ccc(Br)c(Cl)c2)S(C)(=O)=O)c1 | 0.1 | 17 | 0.2 | -7
CCN(CC)CCCNC(=O)c1cn(CCOC)c(=O)c2c1c1ccccc1n2C | 0.0 | 4 | -0.6 | 9
CC(=O)Nc1ccc(CN2CCC(N3CCC(C(=O)N4CCCC4)CC3)CC2)cc1 | -0.1 | -3 | 0.4 | -2
CCC(=O)N(CCc1ccccc1)Cc1cc2cccc(C)c2n2nnnc12 | 0.1 | 7 | 0.7 | -6
CCOc1ccc(C(=O)Nc2ccc(O)c(-c3nc4cc(CC)ccc4o3)c2)cc1 | -0.2 | 9 | 0.3 | -6
NC(C(=O)N1CCN(C(=O)c2ccc3[nH]ncc3c2)CC1)c1ccc(Cl)cc1 (stereo unspecified) | 0.0 | 11 | -0.6 | 6

SMILES | FBW7 act | MITF inh | GPR151 ag | TEAD-YAP block
CCOC(=O)C1=CN(c2ccc(OCC)cc2)C=C(C(=O)OCC)C1c1ccc(F)c(F)c1 | 0.0 | 7 | -0.2 | 7
Cc1cc(C(=O)COC(=O)c2ccc3c(c2)OCCO3)ccc1Br | 0.0 | -4 | -0.1 | -3
CC(=O)OC1CC2(C)C(=O)CCC2C2CCc3cc(O)ccc3C12 (stereo unspecified) | 0.0 | -5 | 0.4 | 5
COc1cccc(/C=C2/NC(=S)NC2=O)c1 | 0.1 | 3 | -1.4 | -2
C#CCN(Cc1nc(N2CCN(C(C)=O)CC2)c2ccccc2n1)Cc1ccco1 | 0.5 | 0 | -0.1 | 6
CCOC(=O)c1ccc(NC(=O)c2ccc(OCC)c(Br)c2)cc1 | 0.0 | 4 | 1.1 | 1
CCN(c1cccc(C)c1)S(=O)(=O)c1ccc2[nH]cc(C(=O)NCc3ccc4c(c3)OCO4)c(=O)c2c1 | 0.1 | -2 | -0.6 | 3
Cn1c(-c2ccc(Br)cc2)cnc1NCc1ccc(C#N)cc1 | -0.2 | 33 | -0.4 | -17

SMILES | FBW7 act | MITF inh | GPR151 ag | TEAD-YAP block
O=C(c1ccc2nc3ccccc3c(=O)n2c1)N1CCN(c2ccc(F)cc2)CC1 | 0.1 | -11 | 2.3 | 2
O=C(O)c1ccc(CNCc2cccs2)cc1 | 0.0 | 0 | -3.5 | 10
CCOC(=O)c1c[nH]c2cc(Cl)c(-c3ccco3)cc2c1=O | 0.6 | 12 | -0.4 | -4
CCC(CC)C(=O)Nc1ccc2c(c1)OCO2 | 0.2 | -4 | 2.0 | -2
Fc1ccc(-n2cc(-c3ccccc3)c3c(Nc4cccc(F)c4)ncnc32)cc1 | 0.5 | 29 | 1.3 | -4
COCCn1cnc2c1c(=O)n(CC(=O)O)c(=O)n2Cc1ccccc1 | 0.0 | 1 | -1.4 | 3
CCCCOc1ccc(C(=O)NCc2ccccn2)cc1 | -0.2 | 8 | -0.5 | -8
O=C(CSc1nc(=O)n(CCO)c2c1CCCC2)N1CCCc2ccccc21 | -0.1 | -12 | -1.3 | 4

SMILES | FBW7 act | MITF inh | GPR151 ag | TEAD-YAP block
COc1nc(NCCOc2ccccc2)nc(-c2ccc(N3CCOCC3)nc2)n1 | 0.0 | 1 | -5.4 | -32
COC(=O)C1=C(C)N=c2s/c(=C/c3ccco3)c(=O)n2C1c1ccc(OC(C)=O)cc1 (stereo unspecified) | 0.3 | 17 | 0.0 | 7
COc1ccc(C(=O)/C=C/Nc2cc(C)ccc2O)cc1 | 1.0 | 11 | 0.7 | -32
Cc1cc(=O)n2nc(N3CCC(C(=O)NCCN4CCOCC4)CC3)sc2n1 | 0.2 | 10 | -0.1 | 3
CCN(CC)c1nc(NCCN(C(C)C)C(C)C)nc(Nc2cccc(N(C)C)c2)n1 | -0.2 | 0 | 1.8 | 3
COc1ccc(COCC(O)CNCCOCCO)cc1OC (stereo unspecified) | 0.2 | 5 | 0.0 | -4
CN1Cc2cccc(C(=O)NC3(c4ccc(F)cc4)CCCC3)c2C1=O | 0.1 | 5 | -0.7 | 4
CC(=O)Nc1ccc(NC(=O)c2cnc(N3CCC(N4CCOCC4)CC3)s2)cc1 | -0.1 | 10 | -1.4 | -5

SMILES | FBW7 act | MITF inh | GPR151 ag | TEAD-YAP block
Cc1cc(OCC(=O)Nc2ccc([N+](=O)[O-])cc2)ccc1Cl | 0.0 | -4 | 2.3 | 3
CCOc1cc(/C=N\NC(=O)Cc2cccs2)ccc1O | 0.3 | 7 | 1.3 | 2
N#Cc1ccc(-c2cccs2)nc1SCc1c(F)cccc1Cl | 0.0 | -5 | 0.0 | 0
Cc1ccc(NC(=O)c2cccc(OCc3cccc(Cl)c3)c2)cc1 | 0.4 | -2 | -3.3 | -28
C/C(CC(=O)Nc1cc([N+](=O)[O-])ccc1C)=N\NC(=O)C(=O)NCCO | 0.1 | -4 | 8.3* | -8
COc1ccc(C(=O)N=c2sc3ccccc3n2C)cc1OC | 0.1 | -15 | -0.7 | -33
OCCC1CCCCN1c1ccnc2c(-c3ccc(F)cc3)cnn12 (stereo unspecified) | -0.5 | -25 | 0.6 | 97*
COCCCNc1nc(CN2CCN(c3ccccc3Cl)CC2)nc2ccc(C)cc12 | -0.1 | -7 | -0.3 | -5

SMILES | FBW7 act | MITF inh | GPR151 ag | TEAD-YAP block
Cc1c(C(=O)NC(C)c2ccccc2)sc2ncnc(N3CCN(c4ccccn4)CC3)c12 (stereo unspecified) | 0.6 | 28 | -0.7 | 6
CCCCNc1nc(SCC(=O)NCCCOC)nc2ccccc12 | -0.1 | 6 | -0.1 | 2
Cc1ccc(C(N)C(=O)N2CCC(Nc3ccc4cnccc4c3)CC2)cc1 (stereo unspecified) | -0.7 | 13 | 1.4 | -9
CC(C)CCN1CCN2C(=O)[C@H]([C@@H](C)O)NC(=O)[C@H]2C1 | -0.2 | -7 | 1.2 | -4
Cn1c(Cc2ccccc2)nnc1Sc1ccc(C(=O)O)cc1[N+](=O)[O-] | 0.0 | -3 | -1.2 | 0
COC(=O)CSc1nnc(COc2ccccc2OC)n1C | -0.1 | 2 | 5.3* | -5
COc1ccc(/C=C2\SC(=S)N(CC(=O)N3CCCC3)C2=O)cc1OC | 0.6 | 13 | 1.1 | -1
COc1ccc(C2CC(=O)C3=C(C2)Nc2ccccc2NC3c2ccc(OC)c(OCc3ccccc3)c2)cc1OC (stereo unspecified) | -0.2 | -5 | 0.2 | -8

SMILES | FBW7 act | MITF inh | GPR151 ag | TEAD-YAP block
Cc1cc(NC(=O)COC(=O)c2cccc(S(=O)(=O)N3CCCC3)c2)no1 | -0.1 | 5 | 2.0 | 8
COc1ccc(NC2CC(=O)N(c3cc([N+](=O)[O-])ccc3C)C2=O)cc1 (stereo unspecified) | -0.2 | 6 | 0.5 | -2
COc1ccc(NC(=O)CN(C)S(=O)(=O)c2cnc[nH]2)cc1OC | 0.1 | 14 | -0.8 | 9
O=C(NCCc1ccccc1)C(=O)NCCC1CCCCC1 | 0.2 | 14 | -1.5 | -4
CN(Cc1cccc(OCCCNC(=O)c2ccoc2)c1)C1CCCCC1 | 0.0 | -8 | 0.0 | -3
CCCCN1C(=O)C(O)(CC(=O)c2cccs2)c2ccccc21 (stereo unspecified) | 0.2 | 11 | 3.1 | 5
COc1nc(N2CCOCC2)nc(C)c1[N+](=O)[O-] | 0.1 | -1 | 0.4 | 0
COc1ccc(-c2nc(C(N)=O)c3[nH]c(=O)n(-c4cccc(Cl)c4)c3n2)cc1O | 0.5 | 7 | 1.2 | 63*

SMILES | FBW7 act | MITF inh | GPR151 ag | TEAD-YAP block
COc1cccc(CC2SC(=O)NC2=O)c1O (stereo unspecified) | -0.1 | -11 | 3.9 | 6
COc1cc(C=O)cc(Br)c1OC(=O)Cc1ccc(F)cc1 | 0.1 | 4 | 2.1 | -5
Cc1ccc(N(CC(=O)O)S(=O)(=O)c2ccc(F)cc2)cc1 | 0.3 | 25 | -1.5 | 2
COc1ccc2c(CNCCC3=CCCCC3)c(C(=O)O)[nH]c2c1 | 0.1 | 1 | 0.6 | 5
O=C(NC(=S)N1CCc2ccccc21)C1CCC1 | 0.6 | 16 | -1.6 | 11
COc1ccc(N2C(=O)C3CCCCC3C2=O)cc1Cl (stereo unspecified) | 0.0 | 5 | 0.1 | 3
Cc1cc(NS(=O)(=O)c2ccc(NC(=O)C(C(C)C)N3C(=O)c4ccccc4C3=O)cc2)nc(C)n1 (stereo unspecified) | -0.1 | 4 | -1.3 | -9
N#C/C(=C\c1ccc(O)c(O)c1)C(=O)NCc1ccccc1 | -0.4&-0.3 | -6&-11 | -0.5&0.8 | -8

SMILES | FBW7 act | MITF inh | GPR151 ag | TEAD-YAP block
COCCCNC(=O)C(=O)c1c[nH]c2ccccc12 | 0.0 | -7 | 0.4 | -16
COC(=O)C1=C(C)N(C)C(=O)NC1c1cccc(OC)c1OC (stereo unspecified) | -0.1 | -10 | 0.8 | 1
COc1ccc(OC)c(/C=N\NC(=O)CNc2ccc(C)cc2)c1 | 0.2 | 13 | 0.0 | 3
Cc1cccc(NC(=O)CCC(=O)OCC(=O)c2ccc([N+](=O)[O-])cc2)c1 | 0.4 | 11 | 0.9 | 4
COc1ccc(C2CC(=O)C3=C(C2)Nc2ccccc2NC3c2cccc(O)c2)cc1 (stereo unspecified) | 0.0 | 1 | 0.8 | 11
Cc1ccc(C(=O)COC(=O)C23CC4CC(CC(O)(C4)C2)C3)c(C)c1 | -0.1 | -2 | 1.6 | -34
CC(O)CN1C(=O)C(=O)/C(=C(\O)c2ccccc2)C1c1ccc(N(C)C)cc1 (stereo unspecified) | -0.1 | 17 | -0.2 | 3
CCC(C)(C)C1CCc2c(sc(NC(=O)c3cc(-c4ccccc4)nc4ccccc34)c2C#N)C1 (stereo unspecified) | -0.1 | 1 | -0.6 | 3

SMILES | FBW7 act | MITF inh | GPR151 ag | TEAD-YAP block
CC1(C)CC(=O)C2=C(C1)N(c1cc(C(F)(F)F)ccc1Cl)C(N)=C(C#N)C2c1ccc2c(c1)OCO2 (stereo unspecified) | 0.1 | 4 | 0.9 | 4
CCOc1ccc(-c2nc(COC(=O)c3ccc(C)o3)cs2)cc1 | -0.1 | 7 | -0.7 | -39
COc1ccc(N2C(=O)/C(=C3/C(=O)N(C)c4ccccc43)SC2=S)cc1 | -0.3 | -2 | 2.0 | 5
CCNS(=O)(=O)c1ccc(NC(=S)Nc2ccc(C(=O)OCC)cc2)cc1 | 0.9 | 21 | -1.0 | -8
COc1ccc2c(c1)C[C@@H](C(=O)Nc1ccc(-c3ccncc3)cc1OCCN1CCCC1)CO2 | 0.0 | 15 | -2.1 | -5
CCCCC1CN(CCNC(=O)c2cccc(N3CCNC3=O)c2)Cc2ccccc2O1 (stereo unspecified) | -0.2 | -17 | -0.4 | 4
COC(=O)c1ccc(C(=O)OC)c(NC(=O)c2ccc(NS(C)(=O)=O)cc2)c1 | 1.0 | 14 | 0.4 | -6
CC1(C)CC2CC(C)(CN2C(=O)COC(=O)c2cccc3c2C(=O)c2ccccc2C3=O)C1 (stereo unspecified) | -0.1 | 11 | 1.4 | -4

SMILES | FBW7 act | MITF inh | GPR151 ag | TEAD-YAP block
Cc1cc(C)c2oc(-c3ccc(C)c(NC(=O)COc4ccc(Cl)c(C)c4)c3)nc2c1 | 0.0 | -1 | 0.6 | -1
COc1ccccc1NS(=O)(=O)c1ccc(Cl)c(C(=O)Nc2cccc(C(=O)O)c2)c1 | 0.5 | 16 | -1.9 | -1
O=c1[nH]cc(S(=O)(=O)Nc2ccc(Br)cc2F)c(=O)[nH]1 | -0.3 | 2 | -1.0 | 2
CCN(C(=O)c1cn(CC)c(=O)c2cc(OC)c(OC)cc12)c1ccccc1C | 0.2 | 10 | 0.7 | -4

By substructure, the compounds so far with a Cl atom (12)
SMILES | FBW7 act | MITF inh | GPR151 ag | TEAD-YAP block
Cc1cc(C)cc(N(CC(=O)Nc2ccc(Br)c(Cl)c2)S(C)(=O)=O)c1 | 0.1 | 17 | 0.2 | -7
NC(C(=O)N1CCN(C(=O)c2ccc3[nH]ncc3c2)CC1)c1ccc(Cl)cc1 (stereo unspecified) | 0.0 | 11 | -0.6 | 6
CCOC(=O)c1c[nH]c2cc(Cl)c(-c3ccco3)cc2c1=O | 0.6 | 12 | -0.4 | -4
Cc1cc(OCC(=O)Nc2ccc([N+](=O)[O-])cc2)ccc1Cl | 0.0 | -4 | 2.3 | 3
N#Cc1ccc(-c2cccs2)nc1SCc1c(F)cccc1Cl | 0.0 | -5 | 0.0 | 0
Cc1ccc(NC(=O)c2cccc(OCc3cccc(Cl)c3)c2)cc1 | 0.4 | -2 | -3.3 | -28
COCCCNc1nc(CN2CCN(c3ccccc3Cl)CC2)nc2ccc(C)cc12 | -0.1 | -7 | -0.3 | -5
COc1ccc(-c2nc(C(N)=O)c3[nH]c(=O)n(-c4cccc(Cl)c4)c3n2)cc1O | 0.5 | 7 | 1.2 | 63*
COc1ccc(N2C(=O)C3CCCCC3C2=O)cc1Cl (stereo unspecified) | 0.0 | 5 | 0.1 | 3
CC1(C)CC(=O)C2=C(C1)N(c1cc(C(F)(F)F)ccc1Cl)C(N)=C(C#N)C2c1ccc2c(c1)OCO2 (stereo unspecified) | 0.1 | 4 | 0.9 | 4
Cc1cc(C)c2oc(-c3ccc(C)c(NC(=O)COc4ccc(Cl)c(C)c4)c3)nc2c1 | 0.0 | -1 | 0.6 | -1
COc1ccccc1NS(=O)(=O)c1ccc(Cl)c(C(=O)Nc2cccc(C(=O)O)c2)c1 | 0.5 | 16 | -1.9 | -1
